# Epigenetic reg = derepresses silenced GFP reporter in murine cells; murine LDR cells, GFP reporter derepression, 30 h; Potency, µM (top dose mostly 53.9 µM), for the others: top-dose GFP activation, hits mostly activators; 280,000 tested, 0.2% active; AID 1865; note: potency is the fitted concentration of half-maximal effect; % of control where 0% means no effect; nearly all actives have a fitted effect of over 60% in size
#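 GFP-positive cell count by laser-scanning cytometry (objects 20–120 um) after 30 h, 37 C compound exposure of murine LDR cells; reporter is CMV-GFP integrated at a silenced locus, inducible by HDAC or DNMT inhibitors.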
# GLA spleen mod = alpha-galactosidase A (human) modulation | AID 2107 | 240,000 tested, 0.008% active | human spleen homogenate, 4MU-alpha-Gal fluorescence, 40 min | Potency, µM (titrated, usually from 80 µM), for inactives: top-dose activity change, negative = inhibition, actives largely listed as inhibitors | P06280;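 note: potency is the fitted concentration of half-maximal effect; 0% = enzyme with vehicle and -100% = no enzyme basal signal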
# Target sequence (P06280 32-429 limits assumed): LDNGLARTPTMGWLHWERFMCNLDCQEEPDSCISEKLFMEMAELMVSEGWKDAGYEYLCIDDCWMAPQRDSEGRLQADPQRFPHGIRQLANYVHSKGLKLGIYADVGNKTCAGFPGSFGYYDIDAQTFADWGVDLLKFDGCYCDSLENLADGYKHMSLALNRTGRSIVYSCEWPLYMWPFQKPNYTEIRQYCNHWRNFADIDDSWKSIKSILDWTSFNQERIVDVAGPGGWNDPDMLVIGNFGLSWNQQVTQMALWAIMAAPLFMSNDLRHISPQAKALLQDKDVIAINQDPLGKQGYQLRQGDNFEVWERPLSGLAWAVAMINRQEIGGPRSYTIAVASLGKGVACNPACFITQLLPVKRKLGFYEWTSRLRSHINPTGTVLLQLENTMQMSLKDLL
#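 qHTS titration in buffer at pH 5.0. Alpha-galactosidase activity in spleen homogenate was measured via 4-methylumbelliferone release from 1 mM fluorogenic substrate after 40 min at 37C and a pH 10 stop. AC50 came from Hill fits of control-normalized data.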
# Luc counter = blocks Kinase-Glo luciferase, a counter-screen artifact; Q27757; Kinase-Glo luciferase, ATP luminescence, 8 min; Potency, µM (series often up to 38.3 µM), for inactives: top-dose activity change, negative = inhibition, most hits filed as inhibitors; 200,000 tested, 0.28% active; note: potency is the fitted concentration of half-maximal effect; % is set by controls: 0 for no effect and ±100 for the full control effect; nearly all actives have a fitted effect of over 60% in size
#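 Substrate mix (final 50 mM imidazole pH 7.2, 50 mM KCl, 7 mM MgCl2, 10 uM ATP, 0.01% Tween 20, 0.05% BSA) plus pin-tool compound, then Kinase-Glo detection mix; 8 min ambient, luminescence read.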
# CBFb-RUNX1 inh = CBF-beta/RUNX1 interaction disruption; Potency, µM (doses to about 59.8 µM), for inactives: at the highest dose activity, negative = inhibition, hits mostly inhibitors; 230,000 tested, under 10 active; Q01196+Q13951; AlphaScreen CBFb-His/RUNX1-biotin binding, biochemical; note: % of control where 0% means no effect
# Target sequence (Q01196 whole entry, looked up): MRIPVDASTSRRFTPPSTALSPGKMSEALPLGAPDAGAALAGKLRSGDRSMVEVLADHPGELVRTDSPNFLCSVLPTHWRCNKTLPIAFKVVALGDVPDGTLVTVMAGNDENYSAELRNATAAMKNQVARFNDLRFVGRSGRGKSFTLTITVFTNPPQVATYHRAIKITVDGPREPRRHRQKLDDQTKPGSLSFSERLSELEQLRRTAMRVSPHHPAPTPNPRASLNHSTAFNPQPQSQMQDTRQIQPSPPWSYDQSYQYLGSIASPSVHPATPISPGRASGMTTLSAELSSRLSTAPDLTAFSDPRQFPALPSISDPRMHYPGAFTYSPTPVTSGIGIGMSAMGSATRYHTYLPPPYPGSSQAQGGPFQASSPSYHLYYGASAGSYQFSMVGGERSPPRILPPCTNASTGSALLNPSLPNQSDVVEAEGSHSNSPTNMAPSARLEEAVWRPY
# Target sequence (Q13951 whole entry, looked up): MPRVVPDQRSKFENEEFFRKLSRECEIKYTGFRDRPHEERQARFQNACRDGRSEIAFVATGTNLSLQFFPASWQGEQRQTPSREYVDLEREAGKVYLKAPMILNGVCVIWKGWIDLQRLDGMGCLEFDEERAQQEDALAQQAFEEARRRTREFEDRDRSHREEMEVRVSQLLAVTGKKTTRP
#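 CBFb-His/RUNX1-biotin, 30 nM each, preincubated 20 min RT; compound 15 min RT; Ni + streptavidin beads 50 ng each, 90 min RT; AlphaScreen read.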
# IMPase Li cell = cell-permeable IMPase inhibitors with lithium potentiation. 210,000 tested, 0.35% active. Potency, µM (top dose mostly 59.4 µM), for the others: at the top dose activity, negative = IMPase inhibition, most hits filed as inhibitors. CHO-M1 cells, IP1 TR-FRET (IP-One), carbachol + lithium;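 note: IP1 builds up when IMPase is blocked and the TR-FRET signal falls; potency is the fitted concentration of half-maximal effect; plate controls were basal vehicle for no effect and high inhibitor control for full effect; nearly all actives have a fitted effect of over 50% in size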
#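 CHO cells stably expressing M1 receptor (2000/well, cultured 16–30 h) treated 30 min at 37C with compound plus low lithium. Cytosolic IP1 by TR-FRET (665/620 ratio and 620 channel) after 10 min lysis; AC50 by Hill fit.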
# LMNA splice mod = changes lamin A minigene splicing in HeLa cells; HeLa LMNA splicing GFP/RFP minigene ratio, 48 h; Potency, µM (doses to about 46.1 µM), for the others: top-dose ratio change, negative = inhibition, most hits filed as inhibitors; 200,000 tested, 0.01% active; active = well fitted inhibition curve with a large enough effect in the signal ratio, with a control signal flat, not every such curve was filed as active; inconclusive = small, poorly fitted or top-dose-only effect, or effect the other way, or a change in a side signal; the % refers to the signal ratio; note: potency is the fitted concentration of half-maximal effect; % is set by controls: 0 for no effect and ±100 for the full control effect
#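 S3 HeLa cells stably expressing lamin A-EGFP splicing minigene plus DsRed2, 600 cells/well, 48 h compound exposure at 37C. Laser-scanning cytometry; analysed as GFP (500-530 nm)/RFP (575-640 nm) total intensity ratio; 0.5% DMSO vehicle.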
# NPSR antagonist = neuropeptide S receptor (human) antagonism, cAMP. Q6W5P4. Potency, µM (highest dose often 38.3 µM), inactives show at the highest dose activity change, negative = inhibition, actives largely listed as inhibitors. CHO-NPSR cells, cAMP TR-FRET, antagonist mode. 220,000 tested, 1% active; note: potency is the fitted concentration of half-maximal effect; % is set by controls: 0 for no effect and ±100 for the full control effect; nearly all actives have a fitted effect of over 50% in size; many of its hits are not listed in these tables
# * marks the source's active call; other numbers are inactive results; ? = inconclusive; . = not tested or not shown; & = joins results of further samples; [ ] = another dose, or the depositor's remark. Unless noted, calls come from the whole dose curve; as a rule, active = well fitted curve in the direction sought with a large enough effect; inconclusive = small, poorly fitted or top-dose-only effect, or another doubt; inactive = no such curve, though single readings can be large; an effect the other way counts as inactive or inconclusive. These rows are one share of the data; the hit share may differ from the screen's.
SMILES,Epigenetic reg,GLA spleen mod,Luc counter,CBFb-RUNX1 inh,IMPase Li cell,LMNA splice mod,NPSR antagonist
C/C=C(/C)C(=O)OC1Cc2c(ccc3ccc(=O)oc23)OC1(C)C (configuration not stated),?,1%&-8%,-7%,4%,-2%,-2%,-56%
O=C(CSC1=NCCS1)Nc1nc(-c2ccccc2)cs1,-2.2%,5%,-6%,-5%,3%[38.3 µM],3%,-12%[46.1 µM]
Cc1cccc(OCCCn2c(=O)sc3ccccc32)c1,-1.2%,-5%,-8%,?,9%[38.3 µM],2%,-13%[46.1 µM]
COc1cc2c(cc1/C=C1/NC(=O)N(c3ccccc3)C1=O)OCO2,?,1%,-1%,9%,6%,0%,-12%
Cc1noc(C)c1CSc1cc(C)c2ccccc2n1,1.7%,5%,1%,26%,-5%[38.3 µM],-2%,-27%[46.1 µM]
O=C(Nc1nc2ccccc2s1)c1ccc(Cl)s1,2.9%,-1%,1%,0%,-2%[38.3 µM],-8%,0%[46.1 µM]
Cc1cc(C)nc(SCC(=O)NC2=NC(=O)C(C)S2)n1 (configuration not stated),1.3%,-7%,5%,-1%,0%[38.3 µM],6%,-4%[46.1 µM]
CCOc1ccc2c(c1)C(N(CCN1CCOCC1)C(=O)Nc1ccc(OC)cc1OC)CC(C)(C)O2 (configuration not stated),1.5%,-6%,-2%,-9%,-9%,.,-35%
Cc1ccc(S(=O)(=O)N/N=C/c2cccs2)cc1,-1.1%,2%,11%,3%,9%,10%[9.22 µM],2%
CC(CCc1ccccc1)NC(=O)Cc1cccs1 (configuration not stated),1.1%,-1%,-2%,4%,4%,8%[46 µM],0%
CN(C(=O)COC(=O)c1cn(-c2ccccc2)nc1-c1ccccc1)C1CCS(=O)(=O)C1 (configuration not stated),3.3%,-8%,-5%,6%,-2%,1%[9.22 µM],-7%
COc1cc(C(C)=O)ccc1Oc1ncnc2c1cnn2-c1cccc(Cl)c1,0.0%,-2%,1%,2%,2%,1%,-41%
Cc1ccnc(NC(c2ccccn2)c2c(C)[nH]c3ccccc23)c1 (configuration not stated),-0.1%,2%,4%,6%,17%,?,-11%
CCOc1ccc(C(=O)SC2=NCCS2)cc1,-2.1%,-1%,-6%,2%,22%[38.3 µM],11%,-1%[46.1 µM]
CCC(Sc1ncccc1C(=O)Oc1cccc([N+](=O)[O-])c1)C(=O)Nc1ccccc1OC (configuration not stated),2.3%,6%,1%,-13%,10%,-18%,-13%[46.1 µM]
COCCN=C1OC(=O)N2C(=O)C3=C4[C@@H](C[C@H]5C(=O)N(c6ccccc6)C(=O)[C@H]5[C@H]4[C@@]12Cc1ccccc1)[C@H]1C(=O)N(c2ccccc2)C(=O)[C@H]1[C@H]3C,?,5%,.,7%,.,.,11%
O=C(COC(=O)c1ccncc1)Nc1cccc(Cl)c1,-2.4%,-4%,1%,8%,-20%[38.3 µM],5%,7%[46.1 µM]
N#CCCC(CCC#N)C1=NCCc2ccccc21,0.1%,0%,.,10%,.,.,11%
Cc1ccc(Cn2c(N)c(S(=O)(=O)c3cccs3)c3nc4ccccc4nc32)cc1,3.7%,3%,-4%,?,?,7%,?
COc1nc(OC)nc(N2CCC(C(=O)NC3CCCCCC3)CC2)n1,1.1%,1%,-2%,2%,19%[38.3 µM],18%,-7%[46.1 µM]
CCc1nnc(NC(=O)C2CCN(c3nc(C)cc(C)n3)CC2)s1,-5.5%,-1%,.,0%,.,7%,2%[46.1 µM]
COc1ccccc1OCCC(=O)OCC(=O)NC(=O)NC(C)(C)C,-3.4%,-8%,10%,-6%,-14%[38.3 µM],?,3%[7.67 µM]
Cc1cc(C(=O)CSc2nnc(-c3cccnc3)n2-c2ccccc2F)c(C)n1C,2.4%,-11%,2%,?,0%[38.3 µM],-7%,-15%[46.1 µM]
COc1ccc(C(C(=O)NCc2ccccc2)N(Cc2cccs2)C(=O)c2cnccn2)cc1 (configuration not stated),-2.3%,5%,2%,-1%,-5%[38.3 µM],9%,-5%[46.1 µM]
Cc1nc(-c2cc(C#N)c(=O)[nH]c2C)cs1,0.0%,4%,.,12%,.,.,-18%

# Copied from the entries so far for reference:
SMILES,Epigenetic reg,GLA spleen mod,Luc counter,CBFb-RUNX1 inh,IMPase Li cell,LMNA splice mod,NPSR antagonist
COc1ccc(C(C(=O)NCc2ccccc2)N(Cc2cccs2)C(=O)c2cnccn2)cc1 (configuration not stated),-2.3%,5%,2%,-1%,-5%[38.3 µM],9%,-5%[46.1 µM]
Cc1nc(-c2cc(C#N)c(=O)[nH]c2C)cs1,0.0%,4%,.,12%,.,.,-18%

# The results go on:
SMILES,Epigenetic reg,GLA spleen mod,Luc counter,CBFb-RUNX1 inh,IMPase Li cell,LMNA splice mod,NPSR antagonist
CC1(C)CC(=O)c2sc(NC(=O)C(C)(C)C)nc2C1,0.2%,3%,5%,1%,-6%,-9%[46 µM],17%
CCOC(=O)c1c(NC2=NS(=O)(=O)c3ccccc32)sc2c1CCCCC2,-0.9%,-1%,.,4%,.,?,-3%[46.1 µM]
CC(NC(=S)Nc1ccccc1Cl)C(c1ccccc1)N1CCOCC1 (configuration not stated),2.9%,-5%,2%,2%,10%,5%,-3%
c1ccc(-c2nnc3n2NC(c2ccc4c(c2)OCO4)S3)cc1 (configuration not stated),-0.8%,1%,-3%,-6%,20%[38.3 µM],?,-16%[46.1 µM]
CCCCc1ccc(-c2nc(N)n[nH]2)cc1,6.5%,-3%,-2%,0%,-22%[38.3 µM],1%,-11%[46.1 µM]
CC(C)(C)NC(=O)Cn1c(SCC(N)=O)nc2ccccc21,-1.1%,5%,1%,7%,-8%[38.3 µM],16%,2%[46.1 µM]
Cc1cc(C)nc(N/N=C/c2sccc2C)n1,-0.3%,-9%,-27%,2%,4%,?,-12%
CCCS(=O)(=O)N1CCN(Cc2ccccc2[N+](=O)[O-])CC1,-2.2%,-5%,-1%,-1%,1%,0%[46 µM],3%
COc1ccc(C)cc1N(C(=O)c1ccc(F)cc1)c1nc2ccccc2s1,2.0%,9%,1%,0%,13%,?,-35%
COc1ccc(/C=N/NC(=O)CN2CCS(=O)(=O)CC2)cc1,-1.1%,6%,0%,-1%,7%[38.3 µM],8%,-1%[46.1 µM]
CC(C)CCNC(=O)C(c1cccnc1)N(CCc1ccccc1)C(=O)Cn1nnc2ccccc21 (configuration not stated),-1.2%,3%,-3%,-9%,11%,-8%,-11%[46.1 µM]
CC(NC(=S)Nc1ccc(S(=O)(=O)N2CCOCC2)cc1)C1CC2CCC1C2 (configuration not stated),-1.5%,-1%,2%,-5%,15%,?,-19%
C/C(CC(=O)Nc1ccc2c(c1)OCCO2)=N\NC(=O)c1ccccn1,2.2%,2%,-1%,-3%,6%,.,7%
C=CCNC(=O)COc1ccc(Br)cc1Cl,-1.2%,-3%,13%,6%,0%[38.3 µM],-15%,-3%[46.1 µM]
CSc1ccc(/C=N/NC(=O)c2cc(O)cc(O)c2)cc1,1.0%,-16%,?,-2%,7%,-10%,-8%
CC1Cc2cc(/C(O)=C3/C(=O)C(=O)N(CCCn4ccnc4)C3c3ccco3)ccc2O1 (configuration not stated),-1.0%,7%,2%,-1%,?,5%,22%[46.1 µM]
CCOC(=O)COc1cccc2c(=O)n(CC(=O)N3CCN(C(=O)OCC)CC3)ccc12,-0.8%,-26%,2%,0%,5%,2%,-4%[46.1 µM]
Cc1nn(CCc2nn[nH]n2)c2nc(-c3ccccc3)cc(C(F)(F)F)c12,0.0%,3%,1%,5%,-2%,-2%[46 µM],-6%
COC(=O)c1cc(S(=O)(=O)N2CCC(C)CC2)ccc1F,-1.1%,6%,-1%,2%,37%[activator][38.3 µM],13%,-4%[46.1 µM]
CCOC(=O)N1CCN(C(=O)c2ccc3nc(C)sc3c2)CC1,3.1%,6%,-5%,8%,7%[38.3 µM],0%,-4%[46.1 µM]
O=c1[nH]c(SCc2cccc([N+](=O)[O-])c2)nc2[nH]ncc12,-0.5%,-1%,2%,1%,2%,-16%[46 µM],0%
O=c1cc(-c2cc3ccccc3oc2=O)c2ccc(O)cc2o1,0.0%,-11%,2%,14%,9%,.,.
COc1ccc(C2=NOC3(CC(=O)N(c4ccc(C)cc4)C3=O)C2)cc1 (configuration not stated),-1.8%,11%,-2%,0%,-21%[38.3 µM],6%,-16%[46.1 µM]
O=C(CN1CCc2ccccc21)NN1CC(=O)N(c2ccc(Cl)cc2)CC1=O,0.7%,-1%,.,-4%,.,.,-14%
COc1ccc(OC)c(S(=O)(=O)Nc2ccccc2C(F)(F)F)c1,-2.0%,2%,1%,1%,-1%,-8%,-5%[46.1 µM]
O=C(CSc1nnc(-c2ccc(Br)cc2)o1)N1CCN(C(=O)c2ccco2)CC1,-9.1%,6%,0%,6%,0%[38.3 µM],?,1%[46.1 µM]
CC(=O)NC(NC(=S)Nc1c(C)n(C)n(-c2ccccc2)c1=O)C(Cl)(Cl)Cl (configuration not stated),-1.6%,4%,4%,-1%,-2%,.,11%
CCOc1ccc(CCNC(=O)C2=C(C)C(=O)OC23CCC(C)CC3)cc1 (configuration not stated),-1.7%,-7%,-2%,-4%[2.36 µM],8%,4%,-2%

# Arranged by the number under NPSR antagonist (descending): some entries from above
SMILES | Epigenetic reg | CBFb-RUNX1 inh | IMPase Li cell | LMNA splice mod | NPSR antagonist
CCCS(=O)(=O)N1CCN(Cc2ccccc2[N+](=O)[O-])CC1 | -2.2% | -1% | 1% | 0%[46 µM] | 3%
O=c1[nH]c(SCc2cccc([N+](=O)[O-])c2)nc2[nH]ncc12 | -0.5% | 1% | 2% | -16%[46 µM] | 0%
CCOc1ccc(CCNC(=O)C2=C(C)C(=O)OC23CCC(C)CC3)cc1 (configuration not stated) | -1.7% | -4%[2.36 µM] | 8% | 4% | -2%

# In another format: results already given.
COc1ccc(C2=NOC3(CC(=O)N(c4ccc(C)cc4)C3=O)C2)cc1 (configuration not stated)
  Epigenetic reg = -1.8%	GLA spleen mod = 11%	Luc counter = -2%	CBFb-RUNX1 inh = 0%	IMPase Li cell = -21%[38.3 µM]	LMNA splice mod = 6%	NPSR antagonist = -16%[46.1 µM]
O=C(CN1CCc2ccccc21)NN1CC(=O)N(c2ccc(Cl)cc2)CC1=O
  Epigenetic reg = 0.7%	GLA spleen mod = -1%	Luc counter = .	CBFb-RUNX1 inh = -4%	IMPase Li cell = .	LMNA splice mod = .	NPSR antagonist = -14%

# Assay outcomes: PubChem, National Center for Advancing Translational Sciences (NCATS)
